SDO1 yeast rescue: compounds rescuing growth of sdo1-depleted yeast, bone marrow failure model; z-score at 10 µM; S. cerevisiae sdo1-depleted JHY4D growth rescue, OD600 30 h; stronger effect = higher value; pdr5 snq2 efflux-pump mutant strain; actives 0.21% (n = 140,000);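 active means z-score above 3 at both the 24 hr and the 30 hr optical density reads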;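 further: z-score against mean and SD of all compound wells on the same plate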
Insulin prom inh: TRM-6 insulin promoter activity inhibition. TRM-6 cells (human fetal islet line), insulin promoter-eGFP reporter, imaging; reporter expression induced with tamoxifen. inhibition, % at 2 µM. actives 0.9% (n = 130,000). AID 1273;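 active means inhibition above the mean plus 3 SD, with well images judged a real hit on visual review, cut at about 60% in these data, passing the limit was not always enough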
SDO1 yeast rescue Rescue 24 h: also measured in SDO1 yeast rescue; calls as there; z-score; S. cerevisiae sdo1-depleted JHY4D growth rescue, OD600; measured here: growth rescue at 24 h;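 0 is the plate mean of compound wells and units are plate SD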
An asterisk follows results filed as active; · = no result given.

SMILES	SDO1 yeast rescue	SDO1 yeast rescue Rescue 24 h	Insulin prom inh
CC(C)[C@H](NC(=O)c1ccco1)C(=O)OCC(=O)N1CCc2ccccc21	0.82	-0.47	16
CC(=O)NC(CC(=O)Nc1nc(C)cs1)c1ccccc1 (stereo not drawn)	·	·	50
CCNC(=O)COc1ccc(C=O)cc1OC	0.19	-0.65	·
Nc1nc(CSCCO)nc(Nc2ccccc2)n1	0.04	-0.4	-49
O=C(CCc1nc(-c2ccc(Cl)cc2)no1)OCc1ccc(Br)cc1	·	·	67
CSc1nnc(-c2sccc2OCc2ccccc2)n1C	0.2	-0.02	·
CO/N=C\C(=N\Nc1ccc(OC)cc1)C(=O)c1ccccc1	-0.98	-0.68	-9
CC1CCCCN1C(=O)Cn1cc(/C=C2/C(=O)Nc3ccccc32)c2ccccc21 (stereo not drawn)	-1.8	-1.2	38
CSc1nc(-c2ccccc2)nn1C(=O)c1ccccc1	0.86	1.4	22
O=C(CC1Oc2ccccc2NC1=O)NC1CCCC1 (stereo not drawn)	0.49	-0.01	·
O=C(CSc1ccccn1)N1CCN(c2ccc(Cl)cc2)CC1	0.41	0.58	-33
Cc1cc(C)c(S(=O)(=O)c2ccccc2C)c(OCC(C)(C)C)n1	-0.93	-0.95	-32
Cc1c(C)c2c(C)[nH]nc2oc1=O	0.18	0.06	42
O=C(NC(=O)N1CCN(c2ccccc2)CC1)c1ccc(Cl)cc1	-0.28	-0.42	38
O=C(O/N=C(\c1ccccc1)c1ccncc1)c1ccccc1Cl	·	·	6

A different layout for some results above.
Screens in order – SDO1 yeast rescue	SDO1 yeast rescue Rescue 24 h	Insulin prom inh
> CC(=O)NC(CC(=O)Nc1nc(C)cs1)c1ccccc1 (stereo not drawn)
    ·	·	50
> CC1CCCCN1C(=O)Cn1cc(/C=C2/C(=O)Nc3ccccc32)c2ccccc21 (stereo not drawn)
    -1.8	-1.2	38

Additional entries follow.
SMILES	SDO1 yeast rescue	SDO1 yeast rescue Rescue 24 h	Insulin prom inh
Cc1cccc(-c2nc3ccccc3c(=O)n2NC(=O)c2ccc([N+](=O)[O-])c(C)c2)c1	-0.6	-0.51	-16
Cc1cc(C)cc(NC(=O)CN(c2ccc(F)cc2)S(C)(=O)=O)c1	·	·	-56
CCN(CCCNC(=O)C1CCN(S(=O)(=O)CC)CC1)c1ccccc1	0.23	-0.07	-29
Cc1noc(C)c1CSCC(=O)Nc1nc2ccc(Oc3ccccc3)cc2s1	-1.1	-0.64	-43
CCc1c(C)nc2ncnn2c1N1CCCC(C(=O)NCCc2ccc(OC)cc2)C1 (stereo not drawn)	-0.23	-0.05	·
Cn1c(=O)c(C(=O)COC(=O)c2cc(C3CC3)nc3ccccc23)c(N)n(Cc2ccccc2)c1=O	0.76	0.49	25
CCOC(=O)c1[nH]c2c(c1C)C(=O)CC(c1ccc(N(C)C)cc1)C2 (stereo not drawn)	-0.38	-0.12	·
COc1ccc(CC2(C)OC(c3ccc(C)cc3)=NN2C(C)=O)cc1 (stereo not drawn)	-1.1	-0.47	·
CCOC(=O)c1ccc(NC(=O)CSCc2ccco2)cc1	-0.23	-0.84	-19
CC1CCN(CCCNC(=O)c2cc3c(=O)n(C)c4ccccc4c3n2C)CC1	-0.22	-0.82	·
CC(C)(C)NCC(O)c1cc(O)cc(O)c1 (stereo not drawn)	-1.2	-1.1	-43
CCOC(=O)c1c(N=CN(C)C)c(C#N)n2c1CCC2	1.5	1.3	·
O=C(/C=C/c1ccc(Cl)cc1)N1CCN(c2c(Cl)cccc2[N+](=O)[O-])CC1	-0.78	-0.7	50
Cc1ccc(S(=O)(=O)N2CCOCC2)c2nsnc12	-0.69	-0.04	-4
CSc1ccc2[nH]c(=O)cc(C)c2c1	0.87	0.39	·
CCOC(=O)N1CCN(C(=O)CN(C)S(=O)(=O)c2ccc(OC)c(OC)c2)CC1	0.48	-0.74	48
COCC(C)n1c(SCc2nc(N)nc(Nc3ccccc3C)n2)nc2ccccc2c1=O (stereo not drawn)	-0.56	-0.77	-41
O=C(/C=C/c1ccc(N2CCCCC2)c([N+](=O)[O-])c1)c1ccc(S(=O)(=O)N2CCCC2)cc1	-0.14	0.4	56
Nc1ccc(C(=O)Nc2ccc3nc(-c4ccncc4)[nH]c3c2)cc1	·	·	-20
O=C(NC1CCCc2ccccc21)C1CCN(S(=O)(=O)c2cccc3nonc23)CC1 (stereo not drawn)	0.79	0.52	43
CCOc1ccc(N(CC)S(=O)(=O)c2ccc3c(c2)oc(=O)n3C)cc1	-0.88	-0.34	-29
Cc1cc(C)cc(N2C(=O)C3NN=C(C(=O)OCc4ccccc4)C3C2=O)c1 (stereo not drawn)	0.07	0.28	44
COC(=O)C(NC(=O)C(NC(=O)c1ccccc1)C(C)C)C(C)C (stereo not drawn)	-0.24	-0.54	-48
COc1ccc(-c2cnn3c(N)c(S(=O)(=O)C(C)(C)C)cnc23)cc1	-1.3	-1.4	-17
CCNC(=O)NC(=O)C(C)Oc1ccc(Br)cc1Br (stereo not drawn)	·	·	-22
COC(=O)c1cc(Br)c(=O)n(CCN2CCCCC2)c1	-0.08	-1	·
CCn1nnnc1NC(=O)c1cc(Cl)c(OC)c(Cl)c1	·	·	13
Cc1cnc(C(=O)Nc2ccccc2F)cn1	1.7	4.3	4
CCOC(=O)N1CCN(CC(O)COCc2ccccc2)CC1 (stereo not drawn)	0.39	-0.44	-30
COc1ccccc1NC(=O)NCc1ccco1	·	·	29

Some of these compounds in order of heavy-atom count, smallest number first.
SMILES	SDO1 yeast rescue	SDO1 yeast rescue Rescue 24 h	Insulin prom inh
CSc1ccc2[nH]c(=O)cc(C)c2c1	0.87	0.39	·
CO/N=C\C(=N\Nc1ccc(OC)cc1)C(=O)c1ccccc1	-0.98	-0.68	-9
O=C(NC(=O)N1CCN(c2ccccc2)CC1)c1ccc(Cl)cc1	-0.28	-0.42	38
CCOC(=O)c1[nH]c2c(c1C)C(=O)CC(c1ccc(N(C)C)cc1)C2 (stereo not drawn)	-0.38	-0.12	·
CCOc1ccc(N(CC)S(=O)(=O)c2ccc3c(c2)oc(=O)n3C)cc1	-0.88	-0.34	-29
CC1CCN(CCCNC(=O)c2cc3c(=O)n(C)c4ccccc4c3n2C)CC1	-0.22	-0.82	·

New compounds follow
SMILES	SDO1 yeast rescue	SDO1 yeast rescue Rescue 24 h	Insulin prom inh
CC[n+]1c(/C=C(\C)OC)sc2ccccc21	·	·	-86
CC1=C(C(=O)Nc2ccc(C)cc2)C(c2ccco2)NC(=O)N1 (stereo not drawn)	-0.3	-1.1	-19
O=C(Cc1ccccc1[N+](=O)[O-])NCc1ccc2c(c1)OCO2	0.56	0.66	17
COC(=O)C1=C(C(=O)c2ccccc2)C(c2ccc(OC)c(OC)c2)Nc2nnnn21 (stereo not drawn)	0.88	0.69	6
CCOC(=O)c1c(NC(=O)CCC(=O)N2CCOCC2)sc2c1CC(C)(C)OC2	0.51	-0.37	-14
CCOC(=O)Nc1ccc(S(=O)(=O)N2CCOCC2)cc1	0.94	0.63	·
CC1CC2=C(NC(=S)NC2c2ccc(F)cc2)/C(=C/c2ccc(F)cc2)C1 (stereo not drawn)	-1.6	-1.3	-18
NS(=O)(=O)c1ccc(S(=O)(=O)N(Cc2ccccc2F)CC2CCCO2)cc1 (stereo not drawn)	-0.3	-0.26	·
Cc1cccc(C(=O)Nc2sc(C)c(-c3ccccc3)c2C#N)c1	0.25	0.98	50
COC(=O)C1=C(C)NC2=C(C(=O)CCC2)C1c1cccc(C)n1 (stereo not drawn)	1.9	1.3	19
CCN(CC)S(=O)(=O)c1ccc2oc(C(=O)Nc3ccc(OC)cc3OC)c(C)c2c1	-0.8	-0.52	-85
COc1ccc(OC)c(/C=C(\NC(=O)c2ccccc2)C(=O)N/N=C/c2ccc(C)s2)c1	-0.77	-1.4	·
CCCCn1c(SCC(=O)/C(C#N)=C(\C)N)nc2ccccc2c1=O	-0.69	-0.31	28
COc1ccc(C(=O)Nc2c(Cl)cc(Cl)cc2C(=O)N2CCC(C)CC2)cc1	-0.47	-0.68	26
NC(=O)C1CCN(C2CC(=O)N(Cc3ccc(N4CCCC4=O)cc3)C2=O)CC1 (stereo not drawn)	0.26	-0.77	7
COC(=O)c1ccc(NC(=O)CSc2nc3ccccc3c(=O)[nH]2)cc1	1.2	2.8	21
CCOC(=O)C1=C(N)Oc2c(oc(CO)cc2=O)C1c1ccc(F)cc1 (stereo not drawn)	0.06	-0.43	23
Cc1cccc(NC(=O)C2=C(O)c3ccccc3N(C)S2(=O)=O)c1	3.2	2	·
C[C@H](C(=O)C=[N+]=[N-])N1C(=O)c2ccccc2C1=O	0.17	-0.1	-31
CCOC(=O)c1c(NC(=S)NC(=O)c2ccco2)sc2c1CCCC2	-0.3	-0.04	9
CCC(=O)c1ccc(OCC(=O)NCC2(N3CCCCC3)CCCCC2)cc1	·	·	-7
Cc1ccc(N(CC(=O)Nc2ccc(C)cn2)S(=O)(=O)c2c(C)nn(C)c2C)cc1	-0.18	-0.07	·
Cc1c(NC(=O)CN2C(=O)c3ccccc3S2(=O)=O)c(=O)n(-c2ccccc2)n1C	0.78	0.51	-67
COc1ccc(CCCc2nnc(SCC(=O)Nc3nccs3)n2C)cc1C	0.18	-0.03	50
Clc1ccccc1CN(Cc1ccccc1)C(c1cccs1)c1nnnn1C1CCCC1 (stereo not drawn)	-0.04	0.15	·
CCOC(=O)N1CCC(N2Cc3cccc(C(=O)Nc4cc(F)ccc4F)c3C2=O)CC1	-1.1	0.4	·
COc1cccc(C(C(=O)NC2CCCCC2)N(CC2CCCO2)C(=O)CNC(=O)c2ccco2)c1 (stereo not drawn)	0.14	-0.01	-48
COc1ccc(/C=N/NC(=O)C(N)=O)c(OC)c1OC	0.93	0.59	-27
Cc1ccc2c(c1)N(C(=O)CCC(=O)N1CCc3ccccc3C1)CCO2	-0.7	0.23	-7
CC(C)Nc1nc(NC(C)C)nc(N(C)N)n1	0.82	1.2	43

Entries of single compounds, quoted from the list.
`CCOC(=O)c1c(NC(=S)NC(=O)c2ccco2)sc2c1CCCC2` reads SDO1 yeast rescue: -0.3; SDO1 yeast rescue Rescue 24 h: -0.04; Insulin prom inh: 9
`COc1cccc(C(C(=O)NC2CCCCC2)N(CC2CCCO2)C(=O)CNC(=O)c2ccco2)c1` (stereo not drawn) reads SDO1 yeast rescue: 0.14; SDO1 yeast rescue Rescue 24 h: -0.01; Insulin prom inh: -48

The listing continues:
SMILES	SDO1 yeast rescue	SDO1 yeast rescue Rescue 24 h	Insulin prom inh
COc1ccc(CNC(=O)c2c(C)nc3ccccn23)cc1	1.1	1.2	-63
O=C(Nc1ccccc1Cl)N1CCN(C/C=C/c2ccccc2)CC1	1.6	1.4	17
O=S(=O)(c1ccccc1)N1CCN(c2ncnc3sc(-c4ccccc4)cc23)CC1	-0.42	-0.32	-22
COC(=O)c1ccccc1NC(=O)C1CCN(C(=O)c2ccc(OC)cc2)CC1	-0.47	-0.97	-23
O=C(NCc1cccs1)C1CCN(S(=O)(=O)c2ccc(Br)s2)CC1	1.2	1.1	-48
O=C(NCc1ccco1)c1n[nH]c(=O)c2ccccc12	-0.26	0.03	33
O=C(NCCc1ccccc1)c1nc2c(nnn2Cc2ccccc2Cl)c(=O)[nH]1	-1.3	-1.3	-58
COC1(OC)C(/C=C/c2ccc(Cl)cc2)C(C#N)(C#N)C1(OC)OC (stereo not drawn)	-1.5	-0.95	69
O=C(CN1CCN(C(=O)c2cccs2)CC1)NC1CCCCC1	0.33	-0.96	·
CC(C(=O)N1CCOCCOCCOCC1)N1C(=O)c2ccccc2C1=O (stereo not drawn)	·	·	-65
O=C(O)c1ccc(NS(=O)(=O)c2ccc3nnn(O)c3c2)cc1	1.6	1.8	16
CN(CC(=O)NCC1CCCO1)S(=O)(=O)c1cc(Cl)ccc1Cl (stereo not drawn)	0.52	0.43	30
O=C(NCc1ccco1)c1ccc2c(=O)n(CC3CCCO3)c(=S)[nH]c2c1 (stereo not drawn)	0.39	-0.01	16
Cc1nc2ccccc2c(=O)n1NC(=O)Nc1ccccc1	0.51	0.73	-33
Cn1nc(-c2ccccc2)c(-c2nc(-c3ccc(Cl)cc3)no2)c1Cl	-1.5	-0.78	-471
COc1ccc(C(=O)CN2C3=NCCCN3c3ccccc32)cc1OC	0.32	-0.28	50
Cc1ccc(N(CC(=O)N2CCN(c3ccc(F)cc3)CC2)S(=O)(=O)c2c(C)nn(C)c2C)cc1	1.1	1.4	·
Cc1ccc2oc(=O)n(CCCOc3ccccc3)c2c1	-0.91	-0.36	·
Cc1ccc(NC(=S)NCc2ccc3c(c2)OCO3)cc1C	-0.89	-1.1	13
CCOC(=O)Cn1cc(C(=O)OC)c2ccccc21	0.13	0.08	·
CCn1ncc(/C=N/N=C2\CCC3C4CCc5cc(O)ccc5C4CCC23C)c1C (stereo not drawn)	0.75	1.2	-15
CS(=O)(=O)N1CCCC(C(=O)N2CCOCC2)C1 (stereo not drawn)	0.36	-0.42	·
CCc1nnc(NC(=O)CSc2ccc(-c3ccc(C)cc3)nn2)s1	·	·	16
Cc1ccc(CC2CC(=O)N(CCc3ccc4c(c3)OCO4)C2=O)cc1 (stereo not drawn)	-1.8	-1.6	·
O=C(Nc1nc2ccccc2[nH]1)c1ccccc1[N+](=O)[O-]	·	·	-22
CSc1nc2nc3c(cn2n1)C(=O)CC(c1ccccc1)C3 (stereo not drawn)	-0.67	-1.1	-238

Compounds listed so far that contain a tert-butyl group, in the order listed:
SMILES	SDO1 yeast rescue	SDO1 yeast rescue Rescue 24 h	Insulin prom inh
Cc1cc(C)c(S(=O)(=O)c2ccccc2C)c(OCC(C)(C)C)n1	-0.93	-0.95	-32
CC(C)(C)NCC(O)c1cc(O)cc(O)c1 (stereo not drawn)	-1.2	-1.1	-43
COc1ccc(-c2cnn3c(N)c(S(=O)(=O)C(C)(C)C)cnc23)cc1	-1.3	-1.4	-17

Screening data as filed in PubChem BioAssay.
